Compound activity as filed in PubChem.
Growth percent in the NCI-60 one-dose screen (48 h, 10 µM unless noted): 100 = growth as untreated, 0 = no growth, -100 = all killed.
SK-MEL-5 = SK-MEL-5 melanoma. 80,000 compounds, 6.4% hits
MALME-3M = MALME-3M melanoma. 78,000 compounds, 5.8% hits. AID 1794766
SK-MEL-2 = SK-MEL-2 melanoma; AID 1794763; 77,000 compounds, 4.7% hits
SK-MEL-28 = SK-MEL-28 melanoma; 81,000 compounds, 4.1% hits; AID 1794761
UACC-62 = UACC-62 melanoma; AID 1794756; 81,000 compounds, 5.4% hits
MDA-MB-435 = MDA-MB-435 melanoma | 82,000 compounds, 7.8% hits | AID 1794794
UACC-257 = UACC-257 melanoma; 78,000 compounds, 4.4% hits
LOX IMVI = LOX IMVI melanoma; 79,000 compounds, 7.4% hits; AID 1794757
An asterisk follows results filed as active; . = not tested or not shown. Rule for the calls: active = growth percent below 10; inactive = the rest.

SMILES | SK-MEL-5 | MALME-3M | SK-MEL-2 | SK-MEL-28 | UACC-62 | MDA-MB-435 | UACC-257 | LOX IMVI
CCC(N)(C(=O)O)c1ccc(F)cc1 (configuration not stated) | 100 | 112 | 98 | 112 | 112 | 105 | 86 | 96
O=C(NNCc1ccccc1)c1ccccc1 | 96 | 115 | 110 | 99 | 108 | 103 | 106 | 99
COc1ccc2nc(-c3ccc(Cl)cc3)cc(-c3nnc(SCC(=O)c4ccccc4)o3)c2c1 | 103 | 106 | 101 | 109 | 101 | 104 | 95 | 103
CN1CCN(c2nc(-c3csc(-c4ccncc4)n3)cc3ccccc23)CC1 | 70 | 31 | . | 29 | 27 | 56 | -1.7* | 11
O=C(O)c1ccccc1Oc1cc(-c2ccco2)nc(OCCN2CCOCC2)n1 | 100 | 98 | 100 | 106 | 99 | 101 | 108 | 99
O=C1C(Cl)=C(Nc2cccc(C(F)(F)F)c2)C(=O)N1c1cccc(C(F)(F)F)c1 | 94 | 88 | 86 | 87 | 80 | 93 | 86 | 78
COc1cc2c(c(Cl)c1OC)CCN(C)CC2c1ccccc1 (configuration not stated) | 91 | 93 | 118 | 105 | 85 | 95 | 99 | 89
O=c1[nH]c(N2CCc3ccccc3C2)nc2scc(-c3ccccc3)c12 | 101 | 96 | 107 | 108 | 80 | 96 | 110 | 97
CCCCCCCCCCC1OCC(C)O1 (configuration not stated) | 103 | 97 | 133 | 109 | . | 104 | 101 | 103
O=C(Oc1cccc2ccccc12)Oc1cccc2ccccc12 | 106 | 98 | 104 | 118 | 103 | 115 | 127 | 99

Reprinted at random: two records from the list.
SMILES | SK-MEL-5 | MALME-3M | SK-MEL-2 | SK-MEL-28 | UACC-62 | MDA-MB-435 | UACC-257 | LOX IMVI
O=C1C(Cl)=C(Nc2cccc(C(F)(F)F)c2)C(=O)N1c1cccc(C(F)(F)F)c1 | 94 | 88 | 86 | 87 | 80 | 93 | 86 | 78
O=C(Oc1cccc2ccccc12)Oc1cccc2ccccc12 | 106 | 98 | 104 | 118 | 103 | 115 | 127 | 99

Going on with the list:
SMILES | SK-MEL-5 | MALME-3M | SK-MEL-2 | SK-MEL-28 | UACC-62 | MDA-MB-435 | UACC-257 | LOX IMVI
CCCCCC(CCC)COC(=O)CBr (configuration not stated) | 111 | 95 | 105 | 107 | 99 | 104 | 92 | .
N#CC1=C(N)Oc2c(ccc3ccccc23)C1c1cc(=O)oc2ccc(Cl)cc12 (configuration not stated) | 28 | 78 | 44 | 63 | 37 | -43* | 73 | 42
CC(=O)C1(O)CCC2C3CC(C)C4=CC(=O)C=CC4(C)C3C(=O)CC21C (configuration not stated) | 108 | 108 | 98 | 104 | 104 | 104 | 101 | 102
CN1c2ccccc2C(=O)N(NC(=O)Nc2ccc(F)cc2)C1c1ccc([N+](=O)[O-])cc1 (configuration not stated) | 86 | 86 | 95 | 100 | 73 | 80 | 99 | 71
O=S(=O)(NCCNc1nccc(-c2c(-c3ccc(F)c(O)c3)nc3sccn23)n1)c1ccc(F)cc1 | -42* | 5.9* | 12 | 20 | 4.9* | 5.0* | 32 | 17
CC(/C=N\NC(=O)C[N+](C)(C)C)=N/NC(=O)C[N+](C)(C)C | 103 | 109 | 100 | 103 | 102 | 101 | 104 | 109
COc1ccc2c(c1)c(-c1nc(-c3c[nH]c4c(Cl)nccc34)cs1)cn2C(=O)OC(C)(C)C | 71 | 76 | 70 | 77 | 79 | 77 | 50 | 70
COc1ccc(OC)c(-c2nc3cc4nc5ccccc5[nH]c4cc3n2)c1 | 96 | 115 | 87 | 107 | 93 | 104 | 99 | 95
O=[N+]([O-])c1ccc(-c2cccnc2)cc1 | 102 | 105 | 99 | 104 | 94 | 108 | 110 | 107
O=C(C[n+]1ccc(/C=C/c2ccncc2)cc1)c1ccc(O)c(O)c1 | 94 | 82 | 98 | 96 | 87 | . | 79 | 68

13 compounds out of the list, ordered by molecular weight, descending:
SMILES | SK-MEL-5 | MALME-3M | SK-MEL-2 | SK-MEL-28 | UACC-62 | MDA-MB-435 | UACC-257 | LOX IMVI
COc1ccc2nc(-c3ccc(Cl)cc3)cc(-c3nnc(SCC(=O)c4ccccc4)o3)c2c1 | 103 | 106 | 101 | 109 | 101 | 104 | 95 | 103
COc1ccc2c(c1)c(-c1nc(-c3c[nH]c4c(Cl)nccc34)cs1)cn2C(=O)OC(C)(C)C | 71 | 76 | 70 | 77 | 79 | 77 | 50 | 70
O=C1C(Cl)=C(Nc2cccc(C(F)(F)F)c2)C(=O)N1c1cccc(C(F)(F)F)c1 | 94 | 88 | 86 | 87 | 80 | 93 | 86 | 78
O=C(O)c1ccccc1Oc1cc(-c2ccco2)nc(OCCN2CCOCC2)n1 | 100 | 98 | 100 | 106 | 99 | 101 | 108 | 99
N#CC1=C(N)Oc2c(ccc3ccccc23)C1c1cc(=O)oc2ccc(Cl)cc12 (configuration not stated) | 28 | 78 | 44 | 63 | 37 | -43* | 73 | 42
CN1CCN(c2nc(-c3csc(-c4ccncc4)n3)cc3ccccc23)CC1 | 70 | 31 | . | 29 | 27 | 56 | -1.7* | 11
O=c1[nH]c(N2CCc3ccccc3C2)nc2scc(-c3ccccc3)c12 | 101 | 96 | 107 | 108 | 80 | 96 | 110 | 97
CC(=O)C1(O)CCC2C3CC(C)C4=CC(=O)C=CC4(C)C3C(=O)CC21C (configuration not stated) | 108 | 108 | 98 | 104 | 104 | 104 | 101 | 102
COc1cc2c(c(Cl)c1OC)CCN(C)CC2c1ccccc1 (configuration not stated) | 91 | 93 | 118 | 105 | 85 | 95 | 99 | 89
O=C(Oc1cccc2ccccc12)Oc1cccc2ccccc12 | 106 | 98 | 104 | 118 | 103 | 115 | 127 | 99
O=C(NNCc1ccccc1)c1ccccc1 | 96 | 115 | 110 | 99 | 108 | 103 | 106 | 99
O=[N+]([O-])c1ccc(-c2cccnc2)cc1 | 102 | 105 | 99 | 104 | 94 | 108 | 110 | 107
CCC(N)(C(=O)O)c1ccc(F)cc1 (configuration not stated) | 100 | 112 | 98 | 112 | 112 | 105 | 86 | 96

(next part)
SMILES | SK-MEL-5 | MALME-3M | SK-MEL-2 | SK-MEL-28 | UACC-62 | MDA-MB-435 | UACC-257 | LOX IMVI
COC(=O)c1cc(=O)nc(N/N=C/c2ccc(C)cc2)s1 | 99 | 94 | . | 104 | 115 | 115 | 97 | 109
CCCCNC(=O)NS(=O)(=O)c1ccc(CCl)cc1 | 99 | 106 | 112 | 101 | 104 | 98 | 90 | 107
COc1ccc(/C(=C\c2ccc3c(c2)OCO3)C(=O)Nc2nc3ccccc3s2)cc1 | 99 | 95 | 95 | 104 | 102 | 99 | 100 | 100
COc1cccc(-c2nn(-c3ccccc3)cc2-c2ccnc(NCCNS(=O)(=O)c3ccccc3)c2)c1 | 17 | 69 | 21 | . | . | 11 | . | 41
CC1=C2[C@@H](O)C[C@]2(C)[C@H]2C[C@@](C)(CO)C[C@H]2[C@@H]1O | 100 | 107 | 122 | 117 | 98 | 106 | 104 | 93
CCN(CC)Cc1ccc(-c2nn3c(=O)c(Cl)c(C)nc3s2)cc1 | 101 | 91 | 98 | 108 | 98 | 106 | 102 | 94
CC(=O)n1c(N)nc2ccccc21 | 104 | 104 | 105 | 109 | 104 | 101 | 107 | 95
N#Cc1cnc2c(C#N)c(Nc3ccccc3)nn2c1-c1ccccc1 | 99 | 108 | 108 | 103 | 93 | 91 | 104 | 111
COc1cc(C(=C2O[C@@H]([C@H](O)CO)[C@H]3OC(C)(C)O[C@@H]23)c2cc(OC)c(OC)c(OC)c2)cc(OC)c1OC | 107 | 99 | 151 | . | 100 | 130 | 104 | 100
CC1=NN(c2cccc(Cl)c2)C(=O)/C1=C\c1coc2ccc(Br)cc2c1=O | 98 | 145 | 118 | 106 | 102 | 109 | 99 | 91
CC(=O)N1N=C(c2sc(Nc3ccccn3)nc2C)CC1c1ccccc1F (configuration not stated) | 18 | 64 | 76 | 63 | 45 | 36 | 60 | .
CNC(=O)c1cc(Oc2ccc3nc(NC(=O)Nc4cc(C(F)(F)F)cc(C(F)(F)F)c4)sc3c2)ccn1 | -48* | -57* | . | -71* | -63* | -14* | -51* | -87*
Cc1cc(N)on1 | 102 | 103 | 115 | 105 | 104 | 97 | 98 | 97
Fc1ccc2c(CN3CCO[C@H](COc4cccc(Cl)c4)C3)c[nH]c2c1 | 63 | 82 | 71 | . | 60 | 50 | 54 | 46
O=c1oc2ccc(Br)cc2c(=O)n1-c1ccc(I)cc1F | . | -28* | -33* | -2.0* | -20* | -1.8* | -16* | 6.0*
COc1ccc(-c2nc3cc(NC(=O)[C@H](N)Cc4ccccc4)ccc3o2)cc1 | 73 | 86 | 108 | 93 | 97 | 89 | 112 | 80
CCCCCn1sc(=O)n(Cc2ccc(CNC(=O)c3ccccc3OC(C)=O)cc2)c1=O | 98 | 102 | 99 | 99 | 92 | 100 | 119 | 90
Cc1c(C(N)=O)sc2c1C(=O)N(Cc1ccccc1)C1=NN=C(c3ccc(Cl)cc3)CN12 | 57 | 59 | 67 | 73 | 25 | 66 | 60 | 17
Cc1nc2nc(C)[nH]c2c(=O)[nH]1 | 101 | 104 | 110 | 102 | 98 | 104 | . | 94
Cc1cc(N=Nc2nccs2)c(O)cc1O | . | 87 | 75 | 84 | 45 | 64 | 89 | 46
CC(C)COC(=O)NC(C)(C)C | 109 | 107 | 93 | 113 | 107 | 107 | 102 | 103
COc1ccc(C(=O)/C=C/c2ccc(C)s2)cc1 | 99 | 101 | 98 | 109 | 95 | 91 | 107 | 92
Cc1ccc(C(=O)c2sc(S)c(-c3nc4ccccc4s3)c2N)cc1 | 99 | 100 | 109 | 102 | 95 | 102 | 106 | 95
COc1ccc(C(=O)COc2ccc(NC(=O)Nc3ccc(Cl)c(C(F)(F)F)c3)cc2)cc1 | -67* | 31 | -6.8* | 40 | 7.3* | 27 | 12 | -60*
CCOC(=O)c1c(NC(=O)c2ccccc2)sc2c(CN(C)C)c(O)c(Br)cc12 | 97 | 76 | 112 | 94 | 91 | 95 | 103 | 92
O=C1OCC/C1=C\NCCCCCCCCN/C=C1\CCOC1=O | 100 | 100 | 122 | 95 | 98 | 46 | 101 | 95
CCOC(=O)C(CC)c1cc2n(c(=O)c1C#N)CCC21OCCO1 (configuration not stated) | 101 | 102 | . | 109 | 100 | 101 | . | 98
Cc1ccc(CSc2ncnc3nc[nH]c23)c2ccccc12 | 89 | 97 | 93 | 104 | 82 | 111 | 82 | 87
COc1cc2cc(Oc3ccc(NC(=O)Nc4ccccc4)cc3)c(C)nc2cc1OC | 61 | 86 | 79 | 96 | 88 | 89 | 92 | 82
CCCCCC(=O)NCC(=O)OC | 103 | 95 | . | 112 | 104 | 103 | 125 | 95
CC12CC(=O)C34OCC(=O)N3c3ccccc3C(O1)C4C2O (configuration not stated) | 106 | 97 | 109 | 108 | 96 | 101 | 97 | 98
Cc1c(-c2ccc(Cl)cc2)n[nH]c1-c1[nH]nc(-c2ccc(Cl)cc2)c1C | 97 | 92 | 122 | 104 | 85 | 112 | 106 | 84
Cc1c(Cl)ccc2c(=O)c(C(=O)O)c[nH]c12 | 102 | 79 | 96 | 121 | 88 | 105 | 113 | 90
COc1cc(-c2cc(-c3ccc(N(C)C)cc3)nc(N3CCOCC3)c2C#N)cc(OC)c1OC | 3.5* | 31 | 34 | 65 | -39* | 5.0* | 24 | -59*
CC(C)C(C(=O)O)n1c(O)c(C=C2N=c3ccccc3=N2)sc1=S (configuration not stated) | 100 | 100 | 110 | 102 | 93 | 101 | 104 | 99
COc1cc2c(cc1OC)C(C1CC1)N(S(N)(=O)=O)CC2 (configuration not stated) | 110 | 109 | 106 | 113 | 102 | 108 | 105 | 103
Nc1nc2[nH]c(=O)c(=O)[nH]c2c(=O)[nH]1 | 98 | 101 | 112 | 106 | 99 | 98 | 100 | 97
Nc1c(Cl)ncnc1NCCO | 115 | 144 | 120 | 113 | 95 | 123 | 73 | 103
COc1ccc(Nc2cc(Cl)ccc2C(=O)O)cn1 | 114 | 157 | 115 | 99 | 96 | 122 | 40 | 98
O=C1NC(=O)/C(=C/c2ccc(Cl)cc2Cl)S1 | 81 | 95 | 106 | 78 | 87 | 92 | 81 | 53
COc1cc(-c2nn(-c3ccc(NC(=O)NCCCNC(=O)c4ccccc4)cc3)cc2-c2ccncc2)ccc1Cl | -44* | 47 | 18 | 52 | 52 | 2.5* | 63 | 15
O=C(Nc1ccccc1)Nc1nc2cc([N+](=O)[O-])ccc2o1 | 31 | 67 | 79 | 66 | 70 | 55 | 79 | 42
COc1ccc(NC(=O)Cn2c(Br)nc3c2c(=O)n(C)c(=O)n3C)cc1 | 103 | 102 | 99 | 112 | . | 112 | . | 91
O=C(COc1cccc(/C=C2\CSc3ccccc3C2=O)c1)c1ccc(Cl)cc1 | -94* | -62* | -72* | -82* | -74* | -15* | -47* | -100*
c1ccc(COCCOc2ccccc2)cc1 | 101 | 102 | . | 114 | . | 104 | . | 100
